SIRT5 inh = inhibitors of human sirtuin-5 desuccinylase; inhibition, % at 15 µM; Q9NXA8; Purified SirT5, succinyl-peptide AMC, trypsin-coupled fluorescence; hit rate 1.1% among 330,000; in the data active means inhibition above about 15%
Statin myotox sup = protects C2C12 myotubes from simvastatin toxicity | ATP luminescence, 48 h; scaled: DMSO 0, geranylgeraniol control 100 | rescue of ATP level, % at 7.49 µM | hit rate 0.78% among 330,000 | AID 602340;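 active means mean ATP rescue above about 67%, or every replicate alone reaching that limit, limit read from the data, passing the limit was not always enough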;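 further: myotubes were challenged with 10 µM simvastatin during compound exposure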
Cneo AK release = Cryptococcus neoformans lysis via adenylate kinase release; C. neoformans lysis, adenylate kinase release luminescence, 4 h; normalised: neutral wells 0, clomiphene wells 100; lysis activity, % at 15 µM; hit rate 0.2% among 360,000; AID 651654;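 active means mean lysis activity across replicates of at least 80%, whatever share of replicates individually reach that level; inactive means mean lysis activity below 80%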
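Test system: log-phase Cryptococcus neoformans yeast cells. Input: 5 × 10^6 yeast cells/mL. Medium: fresh YPD growth medium. Doses: single dose. Incubation: static 4 h at 37 °C with compound, 1 h detection. Measured by: luminescent adenylate kinase detection reagent. Read-out: signal increase indicating cell lysis. Benchmarks: Clomiphene.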
S100A4 MyoIIA = blocks human S100A4 binding to myosin IIA peptide. hit rate 0.14% among 360,000. S100A4/TAMRA-MyoIIA peptide fluorescence polarization. inhibition, % at 10.7 µM;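 active means mean inhibition of at least 70% across replicates, with every replicate also reaching that level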
Target sequence (P26447 whole entry, looked up): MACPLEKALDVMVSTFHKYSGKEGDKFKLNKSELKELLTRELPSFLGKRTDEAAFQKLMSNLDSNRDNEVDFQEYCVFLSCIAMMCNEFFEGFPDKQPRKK
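Assay system: human S100A4 monomer with TAMRA-labelled myosin IIA peptide / Buffer or medium: Calcium-containing HEPES buffer, pH 7.2 / Reagent: TAMRA-labelled myosin IIA heavy-chain peptide probe, 5 nM / Compound: one dose per compound / Timing: polarization read 5 min after assay mix addition, stable 5–60 min / Benchmarks: neutral control DMSO, positive control TFP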
PGC1a acetyl inh = PGC1a acetylation modulation, inhibitor mode; U2OS PGC1a acetylation, AlphaScreen anti-acetyl-lysine; with virally co-expressed GCN5 acetyltransferase; inhibition, % at 15.6 µM; hit rate 0.17% among 350,000;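 active means every replicate shows inhibition of at least 40%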;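 further: 0% = neutral control wells and 100% = positive control wells; some results beyond the cut were filed as inactive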
ERAP1 HTS inh = inhibitors of human ERAP1 aminopeptidase; Q9NZ08; recombinant ERAP1, Leu-AMC fluorescence, 60 min; inhibition, % at 10.7 µM; hit rate 0.15% among 340,000;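 active means mean replicate inhibition of at least 30%, or all replicates individually reaching that 30% level; inactive means mean below 30% and not every replicate reaching it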;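 further: 0% = neutral control wells and 100% = L-leucinethiol positive control wells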
Target sequence (Q9NZ08 whole entry, looked up): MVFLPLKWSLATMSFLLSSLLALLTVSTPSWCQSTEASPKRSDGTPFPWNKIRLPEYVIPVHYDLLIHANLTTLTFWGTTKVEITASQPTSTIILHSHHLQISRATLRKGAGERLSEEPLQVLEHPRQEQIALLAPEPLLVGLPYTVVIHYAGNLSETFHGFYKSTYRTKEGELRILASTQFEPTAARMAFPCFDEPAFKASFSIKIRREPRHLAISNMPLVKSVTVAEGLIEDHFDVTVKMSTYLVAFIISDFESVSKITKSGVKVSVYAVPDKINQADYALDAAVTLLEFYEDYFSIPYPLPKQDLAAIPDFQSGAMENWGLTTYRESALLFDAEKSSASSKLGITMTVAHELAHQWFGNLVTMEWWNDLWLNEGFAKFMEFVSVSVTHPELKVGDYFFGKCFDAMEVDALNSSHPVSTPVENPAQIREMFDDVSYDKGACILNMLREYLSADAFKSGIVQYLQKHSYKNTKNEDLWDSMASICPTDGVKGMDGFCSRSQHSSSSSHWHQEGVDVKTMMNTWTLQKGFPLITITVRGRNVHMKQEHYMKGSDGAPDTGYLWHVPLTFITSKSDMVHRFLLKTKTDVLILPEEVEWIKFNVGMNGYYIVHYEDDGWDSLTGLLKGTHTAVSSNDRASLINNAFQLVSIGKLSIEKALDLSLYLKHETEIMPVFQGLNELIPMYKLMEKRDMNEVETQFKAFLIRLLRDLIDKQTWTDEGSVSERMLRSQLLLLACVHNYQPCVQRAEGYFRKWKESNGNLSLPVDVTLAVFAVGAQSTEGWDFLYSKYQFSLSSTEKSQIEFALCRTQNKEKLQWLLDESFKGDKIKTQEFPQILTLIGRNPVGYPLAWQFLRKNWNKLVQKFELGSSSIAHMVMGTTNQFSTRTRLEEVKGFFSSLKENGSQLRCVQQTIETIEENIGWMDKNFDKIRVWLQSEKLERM
Xi reactivation = reactivates the inactive X chromosome in mouse fibroblasts; XiGFP mouse fibroblasts, % GFP-positive cells imaging, 3 d; cells co-treated with 5-aza-dC sensitizer; scaled so ellipticine positive control = 100%; activation, % at 7.58 µM; hit rate 0.055% among 360,000;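 active means mean normalized replicate activation at least 10% and every replicate at or above 10%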;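 further: 0% = median of on-plate neutral control wells and 100% = ellipticine 6 µM median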
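System: XiGFP fibroblasts, SV40-immortalized. Medium: DMEM plus 5-aza-dC sensitizer. Doses: single point. Timing: 3 d treatment, 15 min room-temperature fixation. Control set: ellipticine 6 µM.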
LGR2 inh = Drosophila LGR2 receptor signaling inhibition; HEK293 LGR2, CRE-luciferase, bursicon-stimulated, 4 h; inhibition, % at 9.99 µM; hit rate 0.35% among 380,000; AID 720647;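 active means drop in luminescence signal, shown as inhibition above about 50% in the replicate tests, limit read from the data, passing the limit was not always enough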;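 further: agonist challenge used bursicon conditioned medium at about half maximal strength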
* hit, by the source's call; . = no result given.

SMILES | SIRT5 inh | Statin myotox sup | Cneo AK release | S100A4 MyoIIA | PGC1a acetyl inh | ERAP1 HTS inh | Xi reactivation | LGR2 inh
CCOc1ccccc1Nc1ccc(C(=O)O)cc1[N+](=O)[O-] | 0 | 5 | 0 | 1 | -11 | -2 | 6.4 | -11
O=C(OCC(=O)N1CCCc2ccccc21)c1ccc(C(F)(F)F)cc1 | -5 | 2 | . | 1 | 5 | 1 | -0.1 | 0
CC(=O)Nc1ccc(S(=O)(=O)NC2CC2)cc1 | 0 | 1 | -1 | 0 | -1 | 1 | 0.5 | -3
CCCOC(=O)c1ccc(-c2ccc(C=O)o2)cc1 | . | 0 | -6 | 6 | -11 | -3 | 0.2 | -39
COc1cc(/C=C2\SC(=S)N(CC(=O)O)C2=O)ccc1OC(=O)c1ccco1 | . | 7 | -2 | 0 | . | 1 | 0.3 | 20
COc1ccc(/C=N/NC(=O)c2ccccc2[N+](=O)[O-])cc1CN1CCc2cc(OC)c(OC)cc2C1C (configuration not stated) | 1 | . | . | 0 | 1 | 9 | 0.0 | 6
CNC[C@H]1OCCCC[C@@H](C)Oc2ccc(N(C)C)cc2C(=O)N([C@H](C)CO)C[C@H]1C | 15* | -2 | -5 | 1 | 5 | 2 | -0.6 | -5
COc1ccc(NC(=O)CC2(CC(=O)O)CCCC2)cn1 | 0 | 4 | 5 | -1 | -4 | -2 | 0.1 | -20
C=C(C)C1CC=C(CN2CC(C)OC(C)C2)CC1 (configuration not stated) | . | 1 | 1 | . | 12 | . | . | -2
Cc1cc2c(cc1C)-c1c(ssc1=Nc1ccc(S(N)(=O)=O)cc1)C(C)(C)N2 | 1 | . | . | 9 | . | -1 | 0.2 | 7
CC1(C)Nc2ccccc2C(=O)N1c1ccc(Br)cc1 | -2 | . | . | -2 | . | -1 | -0.1 | .
CC1(c2nnc(-c3ccc(Cl)cc3)o2)CC(c2ccc([N+](=O)[O-])cc2)=NO1 (configuration not stated) | 3 | 2 | -2 | -10 | 4 | -1 | -0.1 | -3
CCCCC(=O)N1CC(=O)Nc2ccc(F)cc2C1c1ccc(F)cc1 (configuration not stated) | -1 | 1 | 0 | 1 | -5 | -2 | 0.0 | 10
C[C@@H]1CN([C@H](C)CO)S(=O)(=O)c2ccc(C3=CCCC3)cc2O[C@@H]1CN(C)Cc1cncnc1 | -7 | -12 | 1 | -3 | 5 | -4 | -0.9 | -7
Cc1ccc(NS(=O)(=O)c2cc(C(=O)Nc3cccc([N+](=O)[O-])c3)ccc2C)cc1 | 3 | . | 2 | -1 | -9 | -1 | 0.1 | 23
O=C(CCc1nnc(Cc2c[nH]c3ccccc23)o1)NC(C1CC1)C1CC1 | -3 | 4 | -2 | -2 | 0 | -4 | 0.0 | 4
CO[C@@H]1CN(C)C(=O)c2ccc(NC(=O)NC3CCCCC3)cc2OC[C@@H](C)N(CCc2ccccc2)C[C@H]1C | 5 | 3 | -3 | 8 | 5 | -1 | 1.0 | 25
O=C(Nc1ccccn1)c1ccc2c(=O)n3c(nc2c1)CCCCC3 | 3 | 3 | -1 | -1 | 3 | -2 | 0.0 | 13
O=C(CCN1CCN(C/C=C/c2ccccc2)CC1)Nc1ccc(Cl)cc1 | -2 | . | . | -1 | . | 5 | 0.5 | .
CO[C@@H]1CN(C)C(=O)c2ccc(NS(=O)(=O)c3ccc(Cl)cc3)cc2OC[C@@H](C)N(C(=O)Cc2cccnc2)C[C@H]1C | 2 | 0 | -4 | -1 | -2 | 1 | 0.1 | 13
O=C(C[C@@H]1CC[C@H]2[C@@H](COC[C@@H](O)CN2Cc2ccccc2)O1)N[C@H]1CCN(Cc2ccccc2)C1 | 0 | -4 | 8 | -3 | -2 | 0 | -0.1 | -12
COC(=O)c1c(C)oc(C)c1S(=O)(=O)NCc1ccco1 | 5 | 0 | -2 | 2 | -4 | . | 0.2 | 0
O=C(CSc1nc(N2CCOCC2)nc(N2CCOCC2)n1)Nc1cccc(C(F)(F)F)c1 | 3 | -1 | -1 | 7 | -6 | 1 | 0.0 | 0
CSc1cccc(NC(=O)CSc2nc3ccccc3o2)c1 | 2 | 40 | -1 | -7 | 4 | 0 | . | -36
Cc1ccn2c(c1)nc(=S)n2C(=O)c1ccccc1 | 1 | . | . | 8 | . | 2 | 0.1 | .

(listing goes on)
SMILES | SIRT5 inh | Statin myotox sup | Cneo AK release | S100A4 MyoIIA | PGC1a acetyl inh | ERAP1 HTS inh | Xi reactivation | LGR2 inh
C[C@H](CO)N1C[C@H](C)[C@@H](CN(C)S(C)(=O)=O)Oc2ncc(C#CCN(C)C)cc2C1=O | 1 | -1 | 1 | 0 | 4 | 0 | -0.5 | -1
NNC(=O)c1sccc1OCc1cccc(C(F)(F)F)c1 | -5 | . | . | 3 | 32 | -4 | 0.0 | -21
Cc1ccc(NC(=S)NC(=O)C2CCC2)cc1C | -2 | -18 | 15 | -8 | . | -3 | -0.1 | -75
COc1cccc(S(=O)(=O)N(C)C[C@@H]2Oc3ncc(C#Cc4cccc(F)c4)cc3C(=O)N([C@H](C)CO)C[C@@H]2C)c1 | 11 | 50 | 3 | 12 | -9 | 1 | 0.0 | 21
Cc1nc2ccccc2c2ncccc12 | -7 | -8 | -1 | -4 | 4 | -1 | 0.1 | -6
COc1cc(NC(=O)C(Cc2ccccc2)n2cccc2)cc(OC)c1 (configuration not stated) | 6 | . | . | -6 | -3 | -1 | -0.1 | -2
COc1ccc(CNC(=O)[C@H](C)[C@@H]2C[C@@]2(C)[C@@H](NC(=O)OCc2ccccc2)c2ccccc2)cc1OC | -5 | . | . | 1 | . | 1 | 0.1 | 7
COc1ccc(S(=O)(=O)N2CC(C(=O)O)Oc3ccccc32)cc1 (configuration not stated) | -4 | 3 | 1 | 11 | 6 | -5 | 0.4 | 3
C[C@@H]1CCCCO[C@H](CN(C)S(C)(=O)=O)[C@H](C)CN([C@@H](C)CO)C(=O)c2cc(NC(=O)c3ccncc3)ccc2O1 | 5 | . | -3 | 4 | 14 | 1 | 1.0 | -9
COc1ccc(CN(C)C[C@H]2OCc3cnnn3CCCC(=O)N([C@H](C)CO)C[C@H]2C)cc1 | -4 | -6 | 1 | -5 | -4 | 0 | 0.0 | 8
O=C(NCC1CCCO1)c1ccc2c(=O)n(-c3ccccc3)c(=S)[nH]c2c1 (configuration not stated) | 2 | 12 | 4 | 2 | -2 | 0 | 0.1 | 8
CN1OC[C@@H]2CN(C(=O)CCc3ccccc3)[C@H](c3cccc(-c4ccccc4)c3)C[C@@H]21 | -4 | 16 | -2 | 1 | -21 | . | 0.0 | 29
CCOC(=O)NC(=S)Nc1cccc(C)n1 | . | -6 | -1 | 1 | . | 1 | -0.1 | 11
CS(=O)(=O)Cc1ccc(C(=O)NC(c2ccccc2)c2ccccc2)cc1 | -3 | 2 | -1 | 3 | . | -2 | -0.1 | 15
NC(=O)CCn1cnc2ccccc21 | -2 | 11 | . | -7 | 0 | 0 | 0.3 | -3
NS(=O)(=O)c1cccc(NC(=O)CSc2nc3ccccc3c(=O)n2CCCN2CCOCC2)c1 | 3 | . | 2 | -1 | 3 | 4 | 0.0 | 2
C[C@H]1CCCCO[C@H](CN(C)CC2CCCCC2)[C@@H](C)CN([C@@H](C)CO)C(=O)c2cc(NS(=O)(=O)c3ccc(Cl)cc3)ccc2O1 | . | . | -10 | . | -8 | . | 0.2 | -2
CCOC(=O)c1c(/N=C/c2cc([N+](=O)[O-])ccc2O)sc(C)c1C | 3 | . | -1 | -4 | . | 1 | -0.1 | -4
O=C(NCc1cccnc1)/C(=C/c1ccc(Cl)cc1)NC(=O)c1ccccc1 | 5 | 9 | 4 | -2 | . | -1 | 0.0 | 3
CCOC(=O)C1=C(C)NC(=S)N(C(C)=O)C1c1ccc(OC)c(OC)c1 (configuration not stated) | 1 | . | 12 | -3 | -3 | . | 0.1 | 2
CC(C)c1ccc(C2C3=C(CC(C)(C)CC3=O)NC3=C2C(=O)c2ccccc23)cc1 (configuration not stated) | -2 | . | . | -10 | . | -3 | . | 36
C[C@H]1CN([C@@H](C)CO)C(=O)c2cc(NC(=O)Cn3cnnn3)ccc2O[C@H]1CN(C)C(=O)Nc1ccccc1 | 4 | . | 0 | -1 | 13 | 1 | 0.0 | -4
COc1ccc(CNC(=O)C(c2ccco2)N(C(=O)c2snc(C(N)=O)c2N)c2cccc(OC)c2)cc1 (configuration not stated) | -2 | -13 | -2 | -8 | 4 | 1 | 0.0 | 4
O=C1Cc2c(-c3ccccc3)cc(-c3cccc(Cl)c3)nc2-c2ccccc2N1 | 2 | -53 | . | -3 | -4 | -4 | 0.0 | 4
COCCNC(=O)C1(C)CCCN(CCOc2ccc(Cl)cc2)C1 (configuration not stated) | 1 | 8 | 0 | 0 | 1 | 3 | 0.0 | .

(list continues)
SMILES | SIRT5 inh | Statin myotox sup | Cneo AK release | S100A4 MyoIIA | PGC1a acetyl inh | ERAP1 HTS inh | Xi reactivation | LGR2 inh
CCCS(=O)(=O)NCc1cn2cccc(C)c2n1 | -2 | 4 | -2 | 9 | -3 | -1 | . | -1
CC1CN(CC(=O)Nc2nc3ccccc3s2)CC(C)O1 (configuration not stated) | . | 1 | 1 | -7 | 5 | 1 | 0.0 | -9
CC[C@]12c3[nH]c4cc(-c5ccco5)ccc4c3CCN1C(=O)[C@@H](CC(=O)NCCCn1ccnc1)C[C@@H]2C(=O)N1CCN(C(=O)C2CC2)CC1 | -5 | -3 | 0 | -5 | -1 | 0 | 0.5 | -14
Cc1ccc(NC(=O)C(C)SCc2nc3sc(C)c(C)c3c(=O)[nH]2)nc1 (configuration not stated) | -5 | . | . | 0 | . | 2 | 0.1 | 5
COc1ccc(S(=O)(=O)NC2CCCCC2)cc1F | 0 | . | -1 | -9 | 2 | 0 | 0.0 | 2
COc1ccc(CNC(=O)c2cccc3c(-c4cccc(C(N)=O)c4)coc23)cc1OC | -10 | -54 | -1 | -2 | -3 | -1 | -0.1 | 31
O=C(CNC(=O)c1ccc(Cl)cc1)N/N=C/C=C/c1ccccc1 | -8 | . | . | -4 | . | 16 | 0.0 | -3
COCc1nnc(NC(=O)c2ccc(S(=O)(=O)N(C)Cc3ccccc3)cc2)o1 | 9 | -1 | 0 | -3 | . | 2 | 0.4 | 2
CCCCCCC(=O)OCC(=O)c1ccc2c(c1)NC(=O)CO2 | 1 | 5 | 0 | 15 | 6 | -3 | 0.0 | 11
Cc1csc(SCC(=O)NC(C)c2ccc(F)cc2)n1 (configuration not stated) | 0 | . | . | 4 | . | -2 | -0.1 | -2

Five entries picked at random from the list so far, as already listed:
SMILES | SIRT5 inh | Statin myotox sup | Cneo AK release | S100A4 MyoIIA | PGC1a acetyl inh | ERAP1 HTS inh | Xi reactivation | LGR2 inh
CCCCCCC(=O)OCC(=O)c1ccc2c(c1)NC(=O)CO2 | 1 | 5 | 0 | 15 | 6 | -3 | 0.0 | 11
O=C(CNC(=O)c1ccc(Cl)cc1)N/N=C/C=C/c1ccccc1 | -8 | . | . | -4 | . | 16 | 0.0 | -3
CCCS(=O)(=O)NCc1cn2cccc(C)c2n1 | -2 | 4 | -2 | 9 | -3 | -1 | . | -1
Cc1ccc(NC(=O)C(C)SCc2nc3sc(C)c(C)c3c(=O)[nH]2)nc1 (configuration not stated) | -5 | . | . | 0 | . | 2 | 0.1 | 5
CC1CN(CC(=O)Nc2nc3ccccc3s2)CC(C)O1 (configuration not stated) | . | 1 | 1 | -7 | 5 | 1 | 0.0 | -9

These rows are one share of the data. The share of hits here may be higher or lower than overall.
